# Tb MetRS inh – T. brucei MetRS inhibitors, primary screen, biochemical, luminescence. methionyl-tRNA synthetase (Trypanosoma brucei brucei). purified T. brucei MetRS, ATP depletion, Kinase-Glo luminescence. inhibition, % at 11.9 µM. 360,000 compounds, 0.4% hits;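 active = inhibition above a per-plate cutoff of the control wells' mean inhibition plus 3 SD, cut at about 5.5% in these data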;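 note: 0% = DMSO wells median and 100% = median of wells with control inhibitor compound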
#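 technique = Kinase-Glo luminescence, ATP depletion format | system = purified MetRS (methionyl-tRNA synthetase) enzyme from Trypanosoma brucei | timing = 15 min preincubation, 2 h reaction, all 25 °C | evaluation = percent inhibition versus plate control medians | dosing = single dose, 11.9 µM final nominal, 0.9% final DMSO | also added = substrates ATP, L-methionine and bulk Escherichia coli tRNA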
# bovine MsrA act – bovine MsrA enzyme activators, primary screen, biochemical, absorbance, HTS | Methionine sulfoxide reductase A (Bos taurus) | AID 602163, 2012 | 360,000 compounds, 0.3% hits | activation, % at 10.6 µM | purified bovine MsrA, absorbance read-out; in the data active = activation above about 7.5%;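 note: 0% = vehicle and 100% = reference activator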
# LMPTP inh – LMPTP phosphatase inhibitors, primary screen, biochemical, fluorescence intensity, uHTS | Low molecular weight phosphotyrosine protein phosphatase (Homo sapiens), P24666 | recombinant LMPTP-A, OMFP fluorogenic substrate | inhibition, % at 20 µM | 360,000 compounds, 0.22% hits;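 active = compounds that cut the enzyme signal by at least half of the control window in the single-dose screen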;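 note: plate controls were DMSO wells with enzyme plus substrate for no effect and substrate without enzyme for full effect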
# Target sequence (P24666 whole entry, looked up): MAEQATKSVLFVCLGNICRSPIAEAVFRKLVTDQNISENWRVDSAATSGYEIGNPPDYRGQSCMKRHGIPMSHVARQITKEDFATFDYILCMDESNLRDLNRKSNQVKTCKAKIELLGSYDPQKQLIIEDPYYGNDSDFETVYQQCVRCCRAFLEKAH
#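 Test system: LMPTP-A phosphatase enzyme. Amount: LMPTP-A at 0.625 nM final in the reaction. Reagent: OMFP substrate, 400 µM final. Times: 50 min at room temperature. Signal: endpoint fluorescence intensity from OMFP dephosphorylation. Read-out basis: % inhibition. Benchmarks: no-enzyme and uninhibited controls.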
# DNMT1 inh – human DNMT1 methyltransferase inhibitors, primary screen, biochemical, molecular beacon, fluorescence, HinP1I cleavage, uHTS. DNA (cytosine-5)-methyltransferase 1 (Homo sapiens), P26358. inhibition (reported as % activation of signal), % at 10 µM. 360,000 compounds, 0.83% hits. AID 588458, 2011; in the data active = inhibition above about 50%
# SUMO1-SIM PPI – modulators of SUMO1 protein-protein interactions, primary screen, biochemical, uHTS | Small ubiquitin-related modifier 1 (Homo sapiens), P63165 | SUMO1 binding to a labelled peptide, TR-FRET, 1 h | inhibition, % at 20 µM | 360,000 compounds, 0.33% hits | AID 602429, 2012; in the data active = inhibition above about 37%
# Target sequence (P63165 whole entry, looked up): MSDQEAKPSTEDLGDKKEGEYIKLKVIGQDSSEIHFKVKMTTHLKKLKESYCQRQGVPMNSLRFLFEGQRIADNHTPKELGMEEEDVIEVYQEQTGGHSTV
# Scp-1 inhibitor – Scp-1 phosphatase inhibitors, primary screen, biochemical, colorimetric, uHTS. inhibition, % at 20 µM. Carboxy-terminal domain RNA polymerase II polypeptide A small phosphatase 1 (Homo …. Recombinant Scp1, phosphopeptide, malachite green phosphate absorbance. 340,000 compounds, 0.88% hits;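 active = inhibition above about 50% at 20 µM, limit read from the data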;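 note: plate controls were DMSO wells with enzyme for no effect and wells lacking enzyme for full effect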
# Target sequence (Q9GZU7 76-261 limits assumed): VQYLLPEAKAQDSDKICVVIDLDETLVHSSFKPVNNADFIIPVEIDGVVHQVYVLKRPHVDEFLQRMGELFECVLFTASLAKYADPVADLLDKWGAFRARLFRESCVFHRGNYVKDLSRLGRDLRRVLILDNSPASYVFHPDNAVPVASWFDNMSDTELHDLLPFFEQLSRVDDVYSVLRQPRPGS
#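 Test system – truncated SCP-1 phosphatase (76-261aa) · Reagent – Phosphorylated 17-residue peptide substrate · Incubation – 45 min room-temperature reaction, 5 min colour, 30 min stabiliser · Detection – colorimetric phosphate reagent with accelerator and stabiliser, absorbance at 630 nm · Measure – % inhibition at 20 µM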
# CendR NRP1 mod – modulators of CendR peptide binding to NRP-1, primary screen, biochemical, fluorescence polarization, uHTS; 360,000 compounds, 0.85% hits; Neuropilin-1 (Homo sapiens), O14786; inhibition, % at 25 µM; FAM-RPARPAR peptide binding to NRP-1;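 active = inhibition or corrected inhibition above about 18%, plus a signal ratio from 0.5 to 1.5, limit read from the data, passing the limit was not always enough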; note: strong numbers were not always called active
# eLon inh – inhibitors of E. coli Lon protease, primary screen, biochemical, fluorescence polarization; P0A9M0; inhibition, % at 7.94 µM; 360,000 compounds, 0.42% hits; purified E. coli Lon protease; AID 602123, 2011; in the data active = inhibition above about 13%, passing the limit was not always enough;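 note: 0% = enzyme with probe and DMSO and 100% = no enzyme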
# MsrA inh – bovine MsrA enzyme inhibitors, primary screen, biochemical, absorbance, HTS. purified bovine MsrA, absorbance read-out. inhibition, % at 15.5 µM. 360,000 compounds, 0.75% hits; in the data active = inhibition above about 4.5%;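 note: 0% = vehicle wells with enzyme and 100% = reference inhibitor wells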
# STEP inh – STEP phosphatase inhibitors, primary screen, biochemical, fluorescence intensity, uHTS. Tyrosine-protein phosphatase non-receptor type 5 (Homo sapiens), P54829. recombinant STEP, OMFP fluorogenic substrate. inhibition, % at 20 µM. 360,000 compounds, 0.25% hits;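 active = inhibition at 20 µM, scaled per plate between control wells, above about 37%, limit read from the data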;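 note: 0% = DMSO with enzyme and substrate and 100% = substrate only without enzyme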
# Target sequence (P54829 whole entry, looked up): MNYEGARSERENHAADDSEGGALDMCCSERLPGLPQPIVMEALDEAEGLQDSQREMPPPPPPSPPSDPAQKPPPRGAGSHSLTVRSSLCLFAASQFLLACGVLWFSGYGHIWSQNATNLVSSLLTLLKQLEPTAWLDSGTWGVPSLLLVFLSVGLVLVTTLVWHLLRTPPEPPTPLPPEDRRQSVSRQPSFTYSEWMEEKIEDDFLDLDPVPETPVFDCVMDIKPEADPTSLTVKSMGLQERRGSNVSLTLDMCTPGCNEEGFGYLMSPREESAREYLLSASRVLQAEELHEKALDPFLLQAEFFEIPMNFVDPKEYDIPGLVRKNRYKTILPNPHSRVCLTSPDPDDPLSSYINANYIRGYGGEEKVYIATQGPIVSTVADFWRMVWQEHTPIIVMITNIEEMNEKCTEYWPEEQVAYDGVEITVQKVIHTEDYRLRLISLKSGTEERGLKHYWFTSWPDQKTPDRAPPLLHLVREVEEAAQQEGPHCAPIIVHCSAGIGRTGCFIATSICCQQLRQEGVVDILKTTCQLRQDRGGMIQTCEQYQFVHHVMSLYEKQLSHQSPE
#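 System: isolated STEP enzyme; schedule: 20 min enzyme reaction at room temperature, protected from light; medium: Bis-Tris buffer pH 6.0, 2.5 mM DTT, 0.005% Tween 20; signal: fluorescence, 480/540 nm; dosing: single compound dose of 20 µM, 1% DMSO final; also added: OMFP substrate, 25 µM final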
# Starred values were filed as active, the others as inactive; . = not tested or not shown.
# Each structure is followed by: Scp-1 inhibitor	CendR NRP1 mod	eLon inh	LMPTP inh	STEP inh	bovine MsrA act	DNMT1 inh	Tb MetRS inh	MsrA inh	SUMO1-SIM PPI
- COc1cccc(CNC(=O)c2ccccc2NC(=O)C2=C(C)OCCS2)c1
 : -0.9	1.7	1.5	1.0	-1.1	0.3	0.6	0.3	0.3	-0.6
- Cc1onc(-c2c(Cl)cccc2Cl)c1C(=O)Nc1ccc(C(N)=O)cc1
 : -5.2	17.7	-5.1	-0.7	1.0	-1.1	-0.2	0.3	0.0	3.3
- Cc1ccc(NC(=O)C(C)Sc2nnc3ccccn23)cc1 (stereo not drawn)
 : 2.0	-1.1	-0.5	-0.1	-0.8	-2.9	-0.9	-0.4	0.5	-1.5
- O=C(Nc1cccc(S(=O)(=O)N2CCCCC2)c1)c1ccc([N+](=O)[O-])o1
 : -4.1	35.9*	-1.1	0.5	-1.8	1.4	-2.4	0.8	0.4	-29.8
- Cc1cccc(C(=O)Nc2cccc(C(=O)N/N=C/c3ccccn3)c2)c1
 : -1.1	-3.8	-0.4	1.1	1.3	-3.1	-0.5	-0.6	-1.0	-6.5
- CCOc1cc(C(=O)Nc2cccc(C(C)=O)c2)ccc1OCC(=O)N1CCCCC1
 : -6.5	0.7	-7.3	-0.4	-1.5	-7.2	0.2	-0.6	-1.3	0.4
- Cc1ccc(C)c(C(=O)CCC(=O)OCn2nnc3ccccc3c2=O)c1
 : 2.3	-10.7	1.6	1.0	-0.6	-6.9	-1.4	-0.3	-0.2	0.1
- O=C(NCc1cn(-c2ccccc2)nc1-c1ccccc1)c1cccc([N+](=O)[O-])c1
 : -7.0	10.2	-0.4	4.3	0.4	-1.8	-3.2	1.7	1.1	-14.6
- CC1(C)C(=O)C2(CCCCC2)C(=O)OC1c1cccc([N+](=O)[O-])c1 (stereo not drawn)
 : -3.7	-0.4	4.0	0.3	1.4	-1.8	-1.3	-0.2	0.2	-7.3
- OCCCc1nc2n(n1)C(c1ccccc1)C=C(c1ccccc1)N2 (stereo not drawn)
 : -9.1	-1.5	1.2	0.6	1.1	-0.2	-0.5	-0.2	.	-6.1
- CCc1nnc(NC(=O)CSc2nnc3c(C)cc4c(C)ccc(C)c4n23)s1
 : 0.9	6.3	-2.8	0.6	-2.9	-11.4	-0.9	-1.1	-0.3	-1.3
- CCc1ccccc1NC(=O)CN(C)S(=O)(=O)c1ccc2c(c1)c(=O)n(C)c(=O)n2C
 : -16.1	7.6	7.5	0.4	-0.1	-0.1	1.7	-0.6	0.3	7.0
- COc1ccc(S(=O)(=O)N2CCCCCC2)cc1C(=O)N(C)Cc1ccc(C(C)(C)C)cc1
 : -6.7	13.7	0.9	5.1	2.1	-1.6	1.8	-0.4	3.5	3.7
- COCCNC(=S)Nc1ccc(S(=O)(=O)Nc2ncccn2)cc1
 : 1.2	0.5	5.9	-2.5	-1.0	-14.7	3.4	-1.1	0.9	-1.3
- CCC(C)NC(=O)CC(c1ccc(OC)cc1)n1cccc1 (stereo not drawn)
 : -5.7	-6.1	-2.3	-0.3	-3.7	-0.6	-0.6	0.1	0.0	2.2
- COc1cc(OC)cc(C(=O)NCC(=O)N2CCCCCCC2)c1
 : -7.9	5.9	-7.8	-3.1	1.2	-1.1	-4.2	-0.2	-0.9	0.8
- CCCCC(=O)NS(=O)(=O)c1ccc(N=NN2CCOCC2)cc1
 : -3.7	-6.4	-8.2	-3.0	0.6	-2.7	2.6	0.1	3.9	-1.5
- CC(=O)Nc1cccc(Nc2cnccn2)c1
 : .	10.1	-2.4	-1.6	-0.1	-1.7	2.7	-0.7	1.1	3.0
- CCCC(=O)Nc1cc(C)c2c(=O)oc3ccccc3c2n1
 : -12.9	-5.6	-6.9	1.3	2.6	0.1	-1.9	-0.3	1.1	14.1
- Cc1ccc(CSc2nnc(SCC(=O)N/N=C/c3c[nH]c4ccccc34)s2)cc1
 : 42.0	-32.6	1.3	32.5	11.5	-4.4	61.6*	-1.2	-0.3	18.5
- CC(C)CN(C(=O)CCC(=O)OCC(=O)c1ccc(F)c(F)c1)c1c(N)n(CC(C)C)c(=O)[nH]c1=O
 : -8.3	7.2	-4.5	0.1	0.2	-2.3	-0.5	-0.2	0.2	-4.9
- COc1cc(C(=O)NC(C)C2CC3CCC2C3)cc(OC)c1OC (stereo not drawn)
 : -10.2	9.9	-10.2	-1.1	0.1	-1.9	2.3	0.3	-1.1	6.1
- CC1(c2nnc(-c3ccccc3)o2)CC(c2ccc(Cl)cc2)=NO1 (stereo not drawn)
 : -11.0	-4.6	7.6	2.9	0.4	-2.7	1.3	-0.4	-0.8	-1.0
- COC(=O)C(c1ccccc1)N(Cc1cccc(CN(C(C(=O)OC)c2ccccc2)S(C)(=O)=O)c1)S(C)(=O)=O (stereo not drawn)
 : -14.6	10.2	-9.2	2.7	-0.2	0.9	-0.1	-0.2	0.0	-2.0
- COc1ccc(CN2CCNC(=O)C2CC(=O)NC2CCCCCCC2)cc1C (stereo not drawn)
 : -6.9	-7.3	-10.3	-0.8	1.5	1.2	-3.9	-0.1	-0.6	1.0
- CC(C)(C)C(=O)C[n+]1ccc(C(N)=O)cc1
 : -7.8	3.1	-4.9	-1.3	-0.5	0.3	7.9	0.1	-0.6	-14.9
- CC(=O)Nc1ccc(SC(C)C(=O)NC(N)=O)cc1 (stereo not drawn)
 : -8.0	-2.5	-9.6	-0.3	-1.5	-3.1	2.3	-0.3	1.1	-1.7
- CCOc1ccc(C2NC(=O)NC(c3ccccc3)=C2C(C)=O)cc1OC (stereo not drawn)
 : -5.1	3.7	-0.8	0.2	1.9	-3.2	-4.7	-0.9	1.8	3.2
- CO/N=C\CC(=O)Nc1ccc(Oc2ccccc2)cc1
 : -5.3	4.9	17.2	0.9	7.7	-0.1	-2.7	1.2	-0.2	-2.3
- O=C(Cc1csc(-c2ccc(F)cc2)n1)Nc1cccc(S(=O)(=O)NC2=NCCC2)c1
 : 1.2	-13.1	-2.1	0.3	1.2	-1.9	-9.4	0.0	1.2	5.2

# Random excerpt: two records from the list
# Each structure is followed by: Scp-1 inhibitor	CendR NRP1 mod	eLon inh	LMPTP inh	STEP inh	bovine MsrA act	DNMT1 inh	Tb MetRS inh	MsrA inh	SUMO1-SIM PPI
- CCC(C)NC(=O)CC(c1ccc(OC)cc1)n1cccc1 (stereo not drawn)
 : -5.7	-6.1	-2.3	-0.3	-3.7	-0.6	-0.6	0.1	0.0	2.2
- CC1(c2nnc(-c3ccccc3)o2)CC(c2ccc(Cl)cc2)=NO1 (stereo not drawn)
 : -11.0	-4.6	7.6	2.9	0.4	-2.7	1.3	-0.4	-0.8	-1.0

# Carrying on:
# Each structure is followed by: Scp-1 inhibitor	CendR NRP1 mod	eLon inh	LMPTP inh	STEP inh	bovine MsrA act	DNMT1 inh	Tb MetRS inh	MsrA inh	SUMO1-SIM PPI
- CCOC(=O)c1nc2ccccc2c(=O)[nH]1
 : -4.3	8.8	-0.6	-0.9	-0.4	-5.9	2.0	-0.4	0.6	-2.6
- C=CCNC(=O)c1ccc2c3n(nc2c1)-c1ccc(Cl)cc1CO3
 : -5.8	-2.9	-1.2	1.3	0.2	-2.6	3.4	-0.1	-0.6	-29.6
- COc1cccc(OCC(=O)NNC(=O)C(=O)N2CCCC2)c1
 : -10.3	8.2	1.7	-1.7	2.5	-0.8	-0.3	-0.3	-0.1	4.9
- CC(C)CCNC(=O)C1CCC(CNS(=O)(=O)c2ccc(Cl)cc2)CC1 (stereo not drawn)
 : -6.8	0.6	-2.5	-1.9	-0.3	-1.4	1.6	-0.3	-1.2	0.1
- O/N=C/c1cn(-c2ccccc2)nc1-c1cccnc1
 : 3.8	4.0	0.0	-0.4	-0.6	-10.9	0.8	-0.6	-0.5	1.3
- CN(CC(=O)Nc1ccc(N2CCOCC2)cc1)C(=O)c1cccc(Cl)c1Cl
 : 1.0	4.9	-7.1	-0.1	-0.8	-2.4	1.2	-0.5	0.9	2.1
- Cc1nc2c(=O)[nH]c3ccccc3c2o1
 : -4.9	2.4	14.8	0.5	0.9	-10.4	0.5	-0.5	0.4	-1.1
- COc1ccc(CCNC(=O)Cc2ccc(OCc3ccccc3)c(OC)c2[N+](=O)[O-])cc1OCc1ccccc1
 : -18.1	8.9	-9.9	7.4	6.1	-5.4	-3.2	-0.3	1.3	-0.7
- O=C(O)CCC(=O)N1CCN(c2nc(-c3ccccc3)c3ccccc3n2)CC1
 : -14.2	-5.2	9.4	-1.5	-1.8	-7.0	0.1	-1.2	0.4	-6.9
- O=C(Cc1ccc(Cl)cc1)Nc1ccccc1C(=O)N1CCCC1
 : 1.7	-2.1	0.9	-0.8	-2.0	-8.6	1.4	-0.4	-0.6	2.0
- CCOC(=O)C(=O)NCC(c1cccs1)S(=O)(=O)c1ccc(F)cc1 (stereo not drawn)
 : -6.9	-0.9	-17.0	-0.2	-1.3	-0.6	0.8	-0.4	-0.3	4.0
- O=C(Nc1nc(-c2ccccc2)cs1)c1ccc2c(=O)n3c(nc2c1)CCCCC3
 : 3.0	-3.8	-0.4	2.8	1.2	-2.3	-2.3	-0.3	-0.5	3.2
- O=C(Nc1ccccc1F)c1c[nH]c(=O)[nH]c1=O
 : 4.0	-3.0	3.8	-2.0	0.9	-1.3	-1.8	-0.3	0.1	-4.2
- CCC(Sc1ccc(C(=O)O)cc1)C(=O)O (stereo not drawn)
 : 17.2	-13.0	3.4	0.1	-3.9	-12.5	1.4	-0.8	-2.0	-0.6
- CC(C)(C)C(=O)c1cnc(Nc2ccccc2)s1
 : 3.8	37.4*	5.0	0.1	1.7	-6.8	1.4	-0.5	2.6	-5.1
- Cn1ccc2c(-c3cncc4ccccc34)cc3c(c21)C1CCC3C1 (stereo not drawn)
 : .	16.7	3.0	3.4	3.2	-1.5	-8.5	-0.7	1.1	-11.3
- O=C(NNC(=S)NC(=O)c1ccccc1[N+](=O)[O-])c1ccccc1
 : -7.1	-3.0	-7.6	-2.2	0.8	-2.6	0.5	0.2	2.3	-10.3
- C1=C(c2ccccc2)N2CCN=C2S1
 : -2.7	1.9	2.7	-2.5	-1.7	-10.0	-0.2	-1.3	0.1	-1.5
